FUS suppressor = FUS proteinopathy suppression in yeast. S. cerevisiae FUS-expressing, growth rescue, OD600, 24 h. Potency, µM (top dose mostly 76.6 µM), for inactives: at the top dose growth rescue (activation), usual class: activators. actives 0.24% (n = 390,000). AID 1347120;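 note: potency is the fitted concentration of half-maximal effect; plate controls were DMSO vehicle for no effect and reference control for full effect; nearly all actives have a fitted effect of over 55% in size; some results filed as inactive show a strong effect at the top dose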
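Cultures pregrown in 2.5% raffinose medium are shifted to minimal medium containing 2% galactose to express toxic FUS. Compounds are tested at several concentrations. After 24hr at 30C, growth is quantified at 600 nm absorbance.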
PTHR1 agonist = activates the human parathyroid hormone receptor PTHR1; Q03431; HEK293 GP2 PTHR1 cells, GloSensor cAMP luminescence, 1 h; Potency, µM (series often up to 115 µM), for the others: at the top dose activation, actives largely listed as activators; actives 0.075% (n = 410,000); note: potency is the fitted concentration of half-maximal effect; nearly all actives have a fitted effect of over 55% in size; some results filed as inactive show a strong effect at the top dose; inactives centre near -15; many of its hits are not listed in these tables
Target sequence (Q03431 whole entry, looked up): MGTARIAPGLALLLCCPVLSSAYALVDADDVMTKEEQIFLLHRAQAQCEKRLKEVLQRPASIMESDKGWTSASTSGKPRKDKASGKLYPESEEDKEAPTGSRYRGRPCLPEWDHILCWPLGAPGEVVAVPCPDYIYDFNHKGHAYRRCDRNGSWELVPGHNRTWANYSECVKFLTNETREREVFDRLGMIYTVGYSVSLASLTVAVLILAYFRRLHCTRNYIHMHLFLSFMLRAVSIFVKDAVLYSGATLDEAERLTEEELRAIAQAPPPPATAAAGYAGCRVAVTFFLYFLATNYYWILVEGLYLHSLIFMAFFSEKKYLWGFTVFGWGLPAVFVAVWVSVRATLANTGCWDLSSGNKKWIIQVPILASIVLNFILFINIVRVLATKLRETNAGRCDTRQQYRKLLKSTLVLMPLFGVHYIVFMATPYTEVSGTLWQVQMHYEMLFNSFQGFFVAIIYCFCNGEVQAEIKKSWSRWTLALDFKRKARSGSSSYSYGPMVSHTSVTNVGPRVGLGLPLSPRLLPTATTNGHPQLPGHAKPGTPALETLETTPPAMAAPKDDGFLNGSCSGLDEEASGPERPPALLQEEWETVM
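HEK-293-derived GP2 cells expressing PTHR1 and a GloSensor cAMP reporter, 3,000/well, plated overnight, given luciferin plus IBMX (each 0.5 mM as added) for 1 h at 37 °C, then compound for 1 h at 37 °C. Luminescence was read after 15 min at room temperature.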
TDP43 rescue = rescues yeast growth from TDP-43 toxicity | TDP-43 expressing yeast growth rescue, BacTiter-Glo, 24 h | Potency, µM (highest dose often 46.1 µM), without a hit: top-dose growth rescue (activation), most hits filed as activators | actives 1.8% (n = 410,000); note: potency is the fitted concentration of half-maximal effect; % of control where 0% means no effect; nearly all actives have a fitted effect of over 50% in size
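Galactose-induced TDP-43 yeast, OD600=0.02, compound pinned; 24 hr, 30 deg C; BacTiter-Glo luminescence for growth. Inhibitors of TDP-43 toxicity read as activators.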
Akt phos inh = inhibitors of Akt phosphorylation; actives 0.32% (n = 360,000); AID 651550; Neuro2A IGF-stimulated pAkt S473 HTRF, 20 min; hits give low values; activity change, % for hits at 50 µM; in the data active = activity change below about -80%; inconclusive = mostly about -51% to -80%; note: % is set by controls: 0 for no effect and ±100 for the full control effect
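Neuro2A cells (4,500/well, DMEM with 0.5% FBS) were treated with compound at a single 50 µM final concentration, stimulated with 6 nM IGF for 20 min at 37 °C, and lysed. Phospho-Akt Ser473 was read by HTRF as 665/615 ratio ×10^4.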
GLP-1R agonist = GLP-1 receptor (human) agonism. P43220. actives 0.007% (n = 380,000). Potency, µM (series often up to 45.6 µM), without a hit: top-dose activation, hits mostly activators. HEK293 GLP-1R CRE-luciferase, luminescence, 4-6 h; cells express a hypersensitive GLP-1R form; note: potency is the fitted concentration of half-maximal effect; % of control where 0% means no effect
Target sequence (P43220 whole entry, looked up): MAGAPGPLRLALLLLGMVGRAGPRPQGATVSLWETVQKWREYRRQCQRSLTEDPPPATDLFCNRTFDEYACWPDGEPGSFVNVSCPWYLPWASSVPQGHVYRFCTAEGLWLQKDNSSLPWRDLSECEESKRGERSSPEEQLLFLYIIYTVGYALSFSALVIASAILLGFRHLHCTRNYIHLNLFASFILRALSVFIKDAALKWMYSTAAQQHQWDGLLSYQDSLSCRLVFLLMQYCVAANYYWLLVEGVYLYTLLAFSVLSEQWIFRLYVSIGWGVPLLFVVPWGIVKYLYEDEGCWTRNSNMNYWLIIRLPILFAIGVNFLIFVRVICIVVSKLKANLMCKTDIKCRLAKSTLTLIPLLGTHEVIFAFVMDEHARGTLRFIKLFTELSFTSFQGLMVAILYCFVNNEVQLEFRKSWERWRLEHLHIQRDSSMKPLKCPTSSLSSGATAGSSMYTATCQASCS
Abeta rescue = restores growth of yeast expressing A-beta42 peptide. yeast expressing A-beta42, growth rescue, OD600, 48 h; response scale: 0% DMSO, 100% iron-clioquinol control. Potency, µM (highest dose often 46.1 µM), without a hit: at the highest dose growth rescue, usual class: activators. actives 0.063% (n = 410,000). AID 1347071; note: potency is the fitted concentration of half-maximal effect; nearly all actives have a fitted effect of over 55% in size
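Yeast A-beta toxicity model in growth medium with pinned compounds, 48 h at 30 C; growth read as absorbance at 600 nm. Normalized to FeCl3/clioquinol equimolar mix (positive) and DMSO (negative).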
DRD3 antagonist = D3 dopamine receptor (human) antagonism | max response, negative = inhibition, % | D3R cells, DiscoveRx beta-arrestin luminescence, antagonist mode; hits give low values | actives 2.5% (n = 360,000); in the data active = max response below about -50%; inconclusive = no clear call, values can overlap the other calls; note: % is set by controls: 0 for no effect and ±100 for the full control effect; mostly tested at two doses, the higher about 12 µM
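Cells expressing the human receptor were seeded at 1500 cells/well, incubated overnight at 37 degrees C in 5% CO2, then exposed to library compounds with dopamine controls for 90 minutes at 37 degrees C before luminescent detection.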
aSyn rescue = alpha-synuclein toxicity inhibition in yeast; Yeast expressing alpha-synuclein, growth rescue, BacTiter-Glo, 24 h; actives 0.14% (n = 370,000); Potency, µM (titrated, usually from 46.1 µM), inactives show top-dose growth rescue (activation), hits mostly activators; note: potency is the fitted concentration of half-maximal effect; % of control where 0% means no effect; nearly all actives have a fitted effect of over 65% in size
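Screening used galactose-induced yeast with toxic alpha-synuclein levels, exposed to compound for 24 hr at 30 deg C. Cell growth, read with BacTiter-Glo luminescence, gave the measured signal.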
GLP1R inv ag = GLP-1 receptor (human) inverse agonism. HEK293 GLP-1R CRE-luciferase, luminescence, 24 h; GLP-1R form is constitutively active. Potency, µM (titrated, usually from 38.3 µM), inactives show at the highest dose activity change, negative = inhibition, usual class: inhibitors. actives 1.6% (n = 410,000). P43220; note: potency is the fitted concentration of half-maximal effect; % is set by controls: 0 for no effect and ±100 for the full control effect; nearly all actives have a fitted effect of over 55% in size
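Inverse agonists were sought by their lowering of basal cAMP reporter luciferase output in HEK293 cells stably carrying constitutively active human GLP-1R, after 24 h compound treatment.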
* marks the source's active call; other numbers are inactive results; i = inactive; ? = inconclusive; . = no result given; & = joins results of further samples; [ ] = remark or other dose. Unless noted, calls come from the whole dose curve; as a rule, active = well fitted curve in the direction sought with a large enough effect; inconclusive = small, poorly fitted or top-dose-only effect, or another doubt; inactive = no such curve, though single readings can be large; an effect the other way counts as inactive or inconclusive. Only part of the results is shown (hit frequency here may not be typical).

Values in the order: PTHR1 agonist	Akt phos inh	GLP1R inv ag	GLP-1R agonist	DRD3 antagonist	Abeta rescue	aSyn rescue	TDP43 rescue	FUS suppressor
1: CCOc1cc(CNCCCN2CCOCC2)cc(Br)c1OCc1ccccc1Cl
 : -22%	i	4.5µM*	5%	-12	-8%	-21%	-1%	7%
2: CCOC(=O)N1CCC(NC(=O)Cc2cn(C)c3ccccc23)CC1
 : -29%[57.5 µM]	i	17%	6%	14	-3%	-4%	12%	-5%
3: CCn1c(C(c2ccccc2)c2ccccc2)n[nH]c1=S
 : -13%	i	?	-9%	-3	31%	16%	4%	-10%
4: CCOC(=O)c1c(-c2ccc(OC)cc2)oc2ccc(O)cc12
 : -36%[inhibitor]	i	?	16%	8	-8%	10%	?	19%
5: CCN1c2ccccc2-c2nc3ccccc3n2C1c1cccnc1 (stereo not given)
 : -1%[57.5 µM]	i	-22%	-1%	-28	5%	-13%	-16%	-8%
6: COc1ccc(OC)c(NC(=O)CSc2nnc(-c3cnccn3)n2C)c1
 : i	i	25%	0%	-8	-2%	2%	-9%	-11%
7: Cc1cc(C(=O)COC(=O)c2ccc([N+](=O)[O-])o2)c(C)n1CC1CCCO1 (stereo not given)
 : -28%	i	-6%	-2%	8	-46%[inhibitor]	0%	-10%	20%
8: COc1ccc(NC(=O)c2cccc(N3C(=O)C4C5C=CC(C6CC56)C4C3=O)c2)c(OC)c1 (stereo not given)
 : -6%	i	?	8%	20	-14%	9%	5%	-13%
9: CCN1C(=O)[C@H]2[C@@H](c3ccc(-c4ccc5c(c4)OCO5)c(OC)c3)N[C@@](Cc3ccccc3)(C(=O)OC)[C@H]2C1=O
 : 16%	i	?	-4%	?	-11%	12%	2%	?
10: CC(=O)NC(CC(=O)NCC(=O)Nc1ccc(F)c(F)c1)c1ccccc1 (stereo not given)
 : -15%	i	2%	0%	?	8%	-7%	-16%	15%
11: CCn1cc(C(=O)N2CCCC(N3CCN(c4cccc(C(F)(F)F)c4)CC3)C2)cn1 (stereo not given)
 : i	i	?	5%	-7	.	-7%	3%	3%
12: CC(=O)N(c1nnc(-c2ccc(C)cc2)s1)C1CCCC1
 : -21%	i	-18%	-11%	-12	-20%	-8%	5%	-6%
13: COc1ccc(CCNC(=O)CCn2c(=O)c3ccccc3n(Cc3ccccc3)c2=O)cc1OC
 : i	.	17%	0%	.	-1%	.	16%	15%
14: COc1ccc(N2CCN(C(=O)COC(=O)c3ccccc3OCc3ccc(F)cc3)CC2)cc1
 : -82%	i	?	13%	9	-3%	-4%	-11%	46%
15: COc1ccccc1CNC(=O)C1CCN(S(=O)(=O)N2CC(C)CC(C)C2)CC1 (stereo not given)
 : i	i	0%	1%	-25	3%	17%	-1%	8%
16: CCOc1ccc(NC(=O)CN2C(=O)NC3(CCCC3)C2=O)cc1S(=O)(=O)N1CCCCC1
 : i	i	3%	5%	-3	0%	2%	13%	14%
17: Cc1nc2cc(CO)ccc2n1C
 : i	i	10%	-9%	15	8%	2%	16%	42%
18: Cc1nn(Cc2ccc(C(=O)N3CCCC3)o2)c(C)c1[N+](=O)[O-]
 : i	i	21%	5%	12	0%	-6%	-11%	3%
19: CC(=O)N1CCc2cc(S(=O)(=O)N3CCOCC3)ccc21
 : i	i	12%	-6%	15	8%	-1%	1%	5%
20: Cc1cc(C)nc(N2CCC(C(=O)NC3CCCc4ccccc43)CC2)n1 (stereo not given)
 : ?	?	1%	-12%	12	11%	9%	0%	16%
21: Cc1c(NS(=O)(=O)c2ccc(Br)cc2)c(=O)n(-c2ccccc2)n1C
 : i	i	12%	2%	-1	-13%	-1%	-9%	-7%
22: Cc1ccc2nc(NC(=O)c3ccc(-c4nc5ccccc5s4)s3)sc2c1
 : -16%	i	-23%	1%	-18	-4%	4%	23%	-16%
23: CN(C)C(=O)c1cc([N+](=O)[O-])cc([N+](=O)[O-])c1N(C)C
 : i	i	4%	4%	-29	3%	-7%	-22%	3%
24: O=C(C[C@@H]1C/C=C\CCCC(=O)OC[C@@H]2CCCN2C1=O)N[C@H](CO)Cc1ccccc1
 : -21%	i	1%	-4%	3	-12%	-5%	9%	-16%
25: Cc1cccc(NC(=O)NCc2ccc3c(c2)OCO3)c1C
 : i	i	1%	1%	6	-4%	-5%	-1%	-5%
26: CN1CCN(S(=O)(=O)c2ccc(SCCOc3ccc(Cl)cc3)nc2)CC1
 : -19%	i	?	0%	6	6%	0%	4%	.
27: Cn1c(=O)c2c(nc(SCc3ccccc3F)n2C)n(C)c1=O
 : i	i	9%	6%	13	6%	3%	5%	16%
28: Cc1ccc(S(=O)(=O)Nc2cc3c(cc2C)n(C)c(=O)c(=O)n3C)c(C)c1
 : i	.	11%	.	.	-1%	.	13%	19%
29: CCOC(=O)C1=C(CN2CCN(c3ccccc3F)CC2)NC(=O)NC1c1ccc(OC)cc1 (stereo not given)
 : -48%[inhibitor]	.	2%	.	.	-6%	.	0%	5%
30: CC(C)c1ccc(C(C(=O)NC2CCCC2)N(C(=O)CNC(=O)c2ccco2)c2cccnc2)cc1 (stereo not given)
 : i	i	27%	-2%	-22	9%	4%	18%	2%
31: O=C(CN1CCN(S(=O)(=O)c2ccc(F)c(F)c2)CC1)Nc1ccccc1C(=O)NC1CC1
 : i	i	3%	0%	37	6%	4%	-4%	.
32: CCC(C)NCC(=O)Nc1sc2c(c1C(N)=O)CCC2 (stereo not given)
 : i	i	3%	-2%	-8	11%	0%	5%	15%
33: CCn1c(CCNC(=O)c2ccccc2Cl)n[nH]c1=S
 : 23%[57.5 µM]	i	16%	-11%	-18	10%	0%	5%	7%
34: O=C(CSC1=NCCS1)Nc1ccc(S(=O)(=O)N2CCCCCC2)cc1
 : -18%[57.5 µM]	i	?	-6%	-29	1%	6%	0%	25%
35: Cc1ccc(C(=O)OC(C(=O)Nc2ccc(Cl)cc2C(F)(F)F)c2ccccc2)cc1 (stereo not given)
 : i	i	?	-5%	-23	0%	-6%	-11%	.
36: CCOC(=O)c1cc2c(=O)n3cccc(C)c3nc2n(CC2CCCO2)c1=NC(C)=O (stereo not given)
 : i	i	3%&15%	8%&5%	-2&-14	0%&0%	0%&8%	-14%&-10%	14%&12%
37: Cc1nc(SCCCSc2n[nH]c(C)n2)n[nH]1
 : 2%[57.5 µM]	i	19%	9%	-69*	-11%	-4%	-15%	10%
38: O=C(c1ccc(F)cc1)C(CCCCCC(CN1CCOCC1)C(=O)c1ccc(F)cc1)CN1CCOCC1 (stereo not given)
 : -2%[57.5 µM]	i	10µM*	-1%	-58*	24%	5%	-5%	1%
39: COc1ccc(N(C)S(=O)(=O)c2c(C)[nH]c(=O)[nH]c2=O)c(OC)c1
 : -4%[57.5 µM]	i	0%	-10%	11	21%	0%	3%	10%
40: Cc1c(C)c2ccc(OCc3ccc(C(=O)O)o3)c(C)c2oc1=O
 : -91%[inhibitor]	i	0%	-21%	0	0%	-1%	-13%	20%
41: CC(C)C(NC(=O)OCc1ccccc1)C(=O)NC1CCCCC1 (stereo not given)
 : i	i	-14%	-24%	-14	0%	-2%	-11%	.
42: COc1cccc(CN(C)C(=O)c2[nH]c(C)c(C(C)=O)c2C)c1OC
 : -28%	i	8%	6%	1	-9%	3%	5%	-13%
43: O=C1/C(=C/c2ccc([N+](=O)[O-])cc2)C=C(c2ccccc2)N1c1ccc(O)cc1
 : -46%[inhibitor][57.5 µM]	i	-29%	-9%	?	11%	-1%	-9%	49%
44: CC(=O)OC[C@H]1O[C@@H](O[C@H]2C[C@]3(C)C(C[C@@H](O)C4C([C@]5(C)CC[C@@H](C(C)(C)O)O5)CC[C@]43C)[C@@]3(C)CC[C@H](O)C(C)(C)C23)[C@H](O[C@@H]2O[C@@H](C)[C@H](O)[C@@H](O)[C@H]2O)[C@@H](O)[C@@H]1O (stereo not given in full)
 : -22%	i	1%	-2%	-6	0%	0%	8%	13%
45: O=C(N/N=C/C=C/c1ccco1)c1cccc([N+](=O)[O-])c1
 : i	i	3%	-5%	6	0%	-1%	16%	22%
46: CCOC(=O)c1sc2nc(CC(=O)OC)nc(NCC(=O)OC)c2c1C
 : i	.	0%	5%	-12	-7%	-1%	-12%	27%
47: O=C(C1=C(O)C(=O)N(CCc2ccccc2)C1c1ccncc1)c1cc2ccccc2o1 (stereo not given)
 : i	i	-10%	-1%	-16	-6%	3%	-9%	24%
48: COc1ccc(C2=NOC(Cn3nc(C(=O)NCc4cccs4)cc3-c3ccccc3)C2)cc1 (stereo not given)
 : -1%	i	?	12%	95	3%	1%	?	42%
49: CCc1cccc(C)c1NC(=O)CSc1nnc(CC)n2c1cc1occc12
 : -24%	.	12%	.	.	10%	.	?	14%
50: Nc1cccnc1S(=O)(=O)c1ccccc1
 : 0%	i	13%	-5%	-11	-1%	4%	-10%	11%
51: Cc1cc(S(=O)(=O)Nc2ccc3c(c2)n(C)c(=O)n3C)ccc1F
 : -70%[inhibitor]	i	53%[activator]	15%	-22	-10%	-6%	-25%[9.22 µM]	41%
52: CSc1ncc2[nH]c(C(O)c3ccccc3)nc2n1 (stereo not given)
 : -40%[inhibitor]	i	-1%	-1%	7	-10%	7%	-15%	.
53: CSCCC(NC(=O)c1ccco1)C(=O)N(C)CC(=O)Nc1ccccc1Br (stereo not given)
 : i	i	4%	-4%	10	6%	4%	24%	-6%

Sorted by molar mass (low to high): three of the compounds above
Values in the order: PTHR1 agonist	Akt phos inh	GLP1R inv ag	GLP-1R agonist	DRD3 antagonist	Abeta rescue	aSyn rescue	TDP43 rescue	FUS suppressor
32: CCC(C)NCC(=O)Nc1sc2c(c1C(N)=O)CCC2 (stereo not given)
 : i	i	3%	-2%	-8	11%	0%	5%	15%
19: CC(=O)N1CCc2cc(S(=O)(=O)N3CCOCC3)ccc21
 : i	i	12%	-6%	15	8%	-1%	1%	5%
9: CCN1C(=O)[C@H]2[C@@H](c3ccc(-c4ccc5c(c4)OCO5)c(OC)c3)N[C@@](Cc3ccccc3)(C(=O)OC)[C@H]2C1=O
 : 16%	i	?	-4%	?	-11%	12%	2%	?
